Compound activity (PubChem BioAssay)
SW480 rereplic: DNA re-replication induction in SW480 cells. SW480 DNA re-replication, Hoechst DNA content imaging, 48 h. Potency, µM (series often up to 46.1 µM), inactives show at the top dose re-replication activation, most hits filed as activators. actives 1.8% (n = 340,000). AID 624297; also: % of control where 0% means no effect; nearly all actives have a fitted effect of over 55% in size
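Cells (250 per well) received 23 nL compound or DMSO by pin tool and were kept 48 hr at 37 C, 5% CO2. Nuclei were then stained with Hoechst for 40 min and scanned for DNA content.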
TDP43 rescue: inhibitors of TDP-43 toxicity in yeast; TDP-43 expressing yeast growth rescue, BacTiter-Glo, 24 h; actives 1.8% (n = 410,000); Potency, µM (series often up to 46.1 µM), for inactives: top-dose growth rescue (activation), usual class: activators; AID 652104; also: % of control where 0% means no effect; nearly all actives have a fitted effect of over 50% in size
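Galactose-induced TDP-43 yeast, OD600=0.02, compound pinned; 24 hr, 30 deg C; BacTiter-Glo luminescence for growth. Inhibitors of TDP-43 toxicity read as activators.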
HT1080NT lethal: kills 2HG-producing HT-1080-NT fibrosarcoma cells. HT-1080-NT fibrosarcoma viability, CellTiter-Glo ATP luminescence, 48 h. actives 1.6% (n = 360,000). Potency, µM (highest dose often 46.1 µM), without a hit: top-dose activity, negative = less viability, usual class: cytotoxic. AID 686970;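 also: NT is the 2HG producing partner of a matched IDH1 knockdown line; 0% = DMSO-treated cells and -100% = media-only wells without cells; nearly all actives have a fitted effect of over 55% in size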
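Read-out is CellTiter-Glo luminescence after 10 minutes at room temperature, following 48 hours' compound treatment of HT-1080-NT cells (750 cells/well, RPMI, 5% FBS, 37 degrees C).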
HEK293 tox: cytotoxic in the GLP-1 receptor inverse agonist counter-screen; HEK293 cAMP-luciferase reporter cells, luminescence, 24 h; Potency, µM (series often up to 38.3 µM), without a hit: at the top dose activity change, negative = inhibition, actives largely listed as inhibitors; actives 0.13% (n = 410,000); AID 624418;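 also: loss of luciferase light is scored as toxicity; % is scaled to controls: 0 for no effect and ±100 for the full control effect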
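MLSMR compounds, 24 hr on cells at 37 deg C/5% CO2; luminescence after luciferase reagent (12 min RT). Inhibition counted as the undesired cytotoxic outcome.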
GLP1R ag: GLP-1 receptor (human) agonism; Potency, µM (top dose mostly 45.6 µM), without a hit: at the top dose activation, actives largely listed as activators; actives 0.007% (n = 380,000); HEK293 GLP-1R CRE-luciferase, luminescence, 4-6 h; cells express a hypersensitive GLP-1R form; also: % of control where 0% means no effect
Target sequence (P43220 whole entry, looked up): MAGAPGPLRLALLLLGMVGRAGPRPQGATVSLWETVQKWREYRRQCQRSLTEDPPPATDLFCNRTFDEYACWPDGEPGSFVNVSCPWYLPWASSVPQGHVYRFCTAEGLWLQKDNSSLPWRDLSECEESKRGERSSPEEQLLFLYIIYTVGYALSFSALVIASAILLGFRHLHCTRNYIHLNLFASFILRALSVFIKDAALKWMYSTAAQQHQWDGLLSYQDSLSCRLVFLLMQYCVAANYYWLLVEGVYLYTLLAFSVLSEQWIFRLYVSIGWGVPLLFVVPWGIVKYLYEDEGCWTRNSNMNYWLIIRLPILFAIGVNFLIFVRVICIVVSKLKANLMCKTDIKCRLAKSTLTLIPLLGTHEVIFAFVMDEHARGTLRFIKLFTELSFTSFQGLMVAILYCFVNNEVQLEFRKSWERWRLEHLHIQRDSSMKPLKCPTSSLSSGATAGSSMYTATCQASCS
HT1080 IDH1KD tx: toxicity to HT-1080 IDH1 knockdown cells (counter line); HT-1080 IDH1 knockdown viability, ATP luminescence, 48 h; Potency, µM (titrated, usually from 46.1 µM), without a hit: at the highest dose activity, negative = toxicity, usual class: cytotoxic; actives 2% (n = 360,000);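 also: 0% = DMSO wells and -100% = cell-free medium wells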
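Knockdown cells (IDH1KD HT-1080) received compounds 2 h after plating at 750 cells/well and were kept 48 h at 37 °C in 5% FBS RPMI. A CellTiter-Glo luminescence read gave % activity for curve fitting.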
KB-3-1 cytotox: kills parental KB-3-1 adenocarcinoma cells; KB-3-1 viability, CellTiter-Glo ATP luminescence, 72 h; Potency, µM (series often up to 46.1 µM), inactives show top-dose activity change, negative = cytotoxic, actives largely listed as cytotoxic; actives 1.4% (n = 400,000); also: % is scaled to controls: 0 for no effect and ±100 for the full control effect; nearly all actives have a fitted effect of over 60% in size
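Luminescent ATP read-out (CellTiter-Glo) measures survival of drug-naive KB-3-1 cells after 72 h compound exposure at 37 °C. Titration series was screened from lowest to highest concentration, with DMSO vehicle plates as background controls.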
KB-V1 MDR tox: kills drug-selected multidrug resistant KB-V1 cells; KB-V1 MDR cells viability, CellTiter-Glo, 72 h; Potency, µM (titrated, usually from 46.1 µM), for the others: at the top dose activity change, negative = cytotoxicity, usual class: cytotoxic; actives 3.4% (n = 400,000); also: % is scaled to controls: 0 for no effect and ±100 for the full control effect; nearly all actives have a fitted effect of over 60% in size
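KB-V1 cells (P-gp-expressing MDR subline of KB-3-1) in phenol-red-free DMEM with 10% FBS were exposed to library compounds over a concentration series for 72 h at 37 degrees C. Viability read by CellTiter-Glo luminescence; concentration-effect curves fitted after normalization.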
GLP-1R inv ag: GLP-1 receptor (human) inverse agonism; P43220; HEK293 GLP-1R CRE-luciferase, luminescence, 24 h; GLP-1R form is constitutively active; Potency, µM (highest dose often 38.3 µM), for the others: at the top dose activity change, negative = inhibition, usual class: inhibitors; actives 1.6% (n = 410,000); AID 624417; also: % is scaled to controls: 0 for no effect and ±100 for the full control effect; nearly all actives have a fitted effect of over 55% in size
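Assay principle: reduced luminescence from a cAMP-responsive reporter in HEK293 cells co-expressing a constitutively active GLP-1R. Conditions: 24 hr compound incubation, 37 deg C, 5% CO2.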
* marks the source's active call; other numbers are inactive results; ? = inconclusive; . = not tested or not shown; & = joins results of further samples; [ ] = remark or other dose. Calls follow the shape of the dose curve; as a rule, active = well fitted curve in the direction sought with a large enough effect; inconclusive = small, poorly fitted or top-dose-only effect, or another doubt; inactive = no such curve, though single readings can be large; an effect the other way counts as inactive or inconclusive. Potency is read from the fitted curve at half-maximal effect. An unsorted share of the library; 9.4% or so of the library scored in one or more.

Under each structure – SW480 rereplic, TDP43 rescue, HT1080NT lethal, HEK293 tox, GLP1R ag, HT1080 IDH1KD tx, KB-3-1 cytotox, KB-V1 MDR tox, GLP-1R inv ag
C=CC(C)Sc1nc2c(c(=O)n(C)c(=O)n2C)n1Cc1ccccc1Cl (stereo not given)
  -7%, 5%, 5%, -14%, -2%, 11%, -6%, ?, 6%
NS(=O)(=O)c1ccc(CCNC(=O)CN2CCN(S(=O)(=O)c3ccccc3F)CC2)cc1
  -18%, -24%, 9%, 11%, 5%, -3%, 0%, 9%, -31%
CCOC(=O)N1CCN(C(=O)CN(c2cccc(C)c2)S(=O)(=O)c2ccc(C)cc2)CC1
  0%, -16%, 8%, 1%, 0%, -2%, 2%, ?, 0%
O=C(CCn1cccn1)Nc1ccc2c(c1)OCCO2
  2%, 10%, -2%, -7%, -4%, 4%, 3%, 11%, -2%
Cc1ccccc1NC(=O)/C(=C/c1cccs1)NC(=O)c1ccco1
  -5%, -5%, 8%, -19%, -1%, 4%, -3%, 4%, -23%
O=C(c1ccc([N+](=O)[O-])cc1)N1CCCC1
  -14%, 0%, 12%, 3%, -2%, 10%, -6%, -7%, 20%
CCN(C(=O)COC(=O)c1ccc([N+](=O)[O-])o1)c1cccc2ccccc12
  ?, ?, -4%, -15%, 4%, -6%, -25%, 0%, -4%
CC(=O)N1CCN(C(=O)c2cccc(S(=O)(=O)N3CCN(c4ccccc4)CC3)c2)CC1
  -3%, 19%, 7%, -7%, 6%, -4%, -5%, 0%, 1%
COc1ccc(-c2nc3c(s2)CN(S(C)(=O)=O)CC3)cc1OC
  -14%, 12%, 25%, 1%, 23%, 20%, 9%, -7%, 122%[activator]
COc1ccccc1N1CCN(C(=O)c2cc3c(=O)n(Cc4cccnc4)ccc3nc2C)CC1
  ., 18%, ., 4%, ., ., -3%, -4%, 6%
CCn1c(P(C)(=O)O)nc2cc(NC(=O)c3ccccc3Cl)ccc21
  -48%[inhibitor], -19%, 25%, 20%, -4%, 26%, 5%, 4%, 17%
CC(NC(=O)COC(=O)Cc1ccsc1)c1ccccc1 (stereo not given)
  -10%, 9%, 18%, -5%, -4%, 14%, 4%, 26%, 5%
COc1ccccc1C(=O)NCC(=O)NCCCN1CCOCC1
  -3%, 22%, 2%, -14%, -5%, 8%, -1%, -1%, -1%
Cc1cc2c(cc1S(=O)(=O)NCCc1ccc(Cl)cc1)OCC(=O)N2
  -3%, 4%, 1%, 2%, -5%, -10%, -28%, -4%, -26%
CCOc1ccc(NC(=O)CN(C)C(=O)c2ccc(NC3CC3)c([N+](=O)[O-])c2)cc1OCC
  ?, -22%, -5%, -8%, 21%, 5%, 4%, 2%, -30%
COc1ccccc1Oc1cc(-n2nc(C)cc2C)ncn1
  -139%[inhibitor], 3%, 5%, -11%[1.53 µM], -7%, -1%, ?, ?, ?
CC(=O)Nc1ccc(S(=O)(=O)NC2(C(F)(F)F)NC(=O)N(c3ccc(C)cc3)C2=O)cc1 (stereo not given)
  6%, -19%&29%, -1%, 10%&-9%, 9%, -2%, 12%&0%, 1%&16%, 10%&9%
CCOCCCNC(=O)N[C@H](C(=O)OC)C(C)CC (stereo not given in full)
  -1%[9.22 µM], 5%, 26%, 2%, -1%, 25%, -5%, 24%, -8%
CCNc1nc(N)nc(Oc2ccc(OCCOc3ccc(Cl)cc3Cl)nn2)n1
  10%, -15%, -29%, -12%, ?, -27%, -12%, 0%, 159%[activator]
COc1cccc(OC)c1C(=O)NC(C)c1ccccc1 (stereo not given)
  -6%, 0%, 11%, -1%, -10%, 12%, 8%, 9%, 1%

Brought forward from above: 3 compounds; new compounds follow.
Under each structure – SW480 rereplic, TDP43 rescue, HT1080NT lethal, HEK293 tox, GLP1R ag, HT1080 IDH1KD tx, KB-3-1 cytotox, KB-V1 MDR tox, GLP-1R inv ag
CCOCCCNC(=O)N[C@H](C(=O)OC)C(C)CC (stereo not given in full)
  -1%[9.22 µM], 5%, 26%, 2%, -1%, 25%, -5%, 24%, -8%
CCNc1nc(N)nc(Oc2ccc(OCCOc3ccc(Cl)cc3Cl)nn2)n1
  10%, -15%, -29%, -12%, ?, -27%, -12%, 0%, 159%[activator]
COc1cccc(OC)c1C(=O)NC(C)c1ccccc1 (stereo not given)
  -6%, 0%, 11%, -1%, -10%, 12%, 8%, 9%, 1%
Cc1ccccc1N1CC(C(=O)N2CC(C)CC(C)C2)CC1=O (stereo not given)
  13%, -35%, 1%, -2%, -2%, 20%, -5%, -1%, -8%
COc1ccccc1-c1cccc(-c2nc(C(=O)N3CCCCC3)cc3c2[C@H](CCO)N(S(=O)C(C)(C)C)C3)c1 (stereo not given in full)
  ., 13%, -7%, -17%, 7%, -8%, 0%, ?, -25%
COCC(=O)Nc1nnc(-c2cccs2)s1
  -9%, -14%, 14%, 24%, -1%, -1%, 8%, 4%, 23%
O=C(OCC(=O)N1CCCC1=O)C1CCN(S(=O)(=O)c2c(Cl)cccc2Cl)CC1
  ?, -22%, 0%, -3%, 5%, -2%, -15%, 0%, -1%
COc1cccc2c1C(=O)c1c(O)c3c(c(O)c1C2=O)CC(O)(C(=O)CO)CC3OC1CC(N(C)C)C(O)C(C)O1 (stereo not given)
  -9%, ?, ?, ?, -12%, 0.41µM*, ?, 13µM*, -78%
O=C(CSc1nnc(-c2ccc(O)cc2)o1)Nc1ccc2c(c1)OCCO2
  -4%[9.22 µM], 7%, 22%, -19%, 0%, 26%, -6%, -6%, 23%
Cc1ccc(C)c2[nH]c(=O)c(CCNC(=O)CC(C)C)cc12
  4%, ?, 3%, 2%, 0%, 25%, 30%, 2%, 1%
CC1CC(C)CN(C(=O)CSC2=Nc3ccccc3C3=NC(Cc4c[nH]c5ccccc45)C(=O)N23)C1 (stereo not given)
  -4%, 11%, -7%, -19%, 0%, -10%, ?, -14%, -5%
Cn1c(CCC(=O)OCC(=O)NCc2ccc3c(c2)OCO3)nc(=O)c2ccccc21
  9%, 15%, 3%, -16%, 0%, 18%, -8%, 0%, -3%
CCC(CC)C(=O)Nc1cccc(C(=O)Nc2ccc3c(c2)OCO3)c1
  4%, -10%, ?, -12%, -1%, -14%, -12%, -19%, ?
CCN(CC)CC(=O)NC1CCCc2c1cnn2-c1cc(F)cc(F)c1 (stereo not given)
  -3%, 22%, 5%, 11%, 10%, 1%, 4%, -3%, 11%
COc1ccc(C(=O)COC(=O)c2cc(S(=O)(=O)NCc3ccccc3)ccc2O)cc1
  -2%, -18%, 5%, -2%[0.307 µM], 11%, 14%, -15%, 0%, 2%[0.307 µM]
COCCN(C(=O)COC(=O)c1ccc(Cl)nc1)c1c(N)n(Cc2ccccc2)c(=O)[nH]c1=O
  -11%, -5%, 12%, 1%, 0%, 5%, 6%, 26%, -13%
O=C(O)CSc1nc(-c2ccc(Cl)cc2)nc2c1oc1ccccc12
  165%, -90%[inhibitor], 4%, -4%, 7%, 1%, 22%, 2%, -21%
CCc1ccc(NC(=O)CSc2nnc(Cc3cccn3C)n2-c2ccc(OC)cc2)cc1
  3%, 0%, 9%, -10%, -5%, -1%, 10%, 13%, -25%
C=CCn1c(SCC(=O)Nc2ccccc2)nc2scc(-c3cccs3)c2c1=O
  -6%, -8%, -5%, 23%, 6%, 0%, 18%, -16%, ?
CC1CCN(Cc2c(O)ccc3c2O/C(=C\c2ccco2)C3=O)CC1
  -10%, -8%, 2%, ., 5%, 1%, -2%, -8%, 37%[activator]
Cc1cc(C)cc(NC(=O)Cn2cc(C=O)c3ccccc32)c1
  6%, -1%, 0%, -9%, -2%, -10%, -18%, ?, ?
O=C(Nc1cc(C(F)(F)F)ccc1Cl)c1ccc(NC(=O)C(F)(F)F)cc1
  1%, -2%, ?, -1%, 24%, -21%, -28%, -5%, ?
COc1cccc(NC(=O)c2nc(S(C)(=O)=O)ncc2Cl)c1
  2.3µM*, ?, 5.2µM*, ?, -5%, 8.2µM*, 0%, -2%, ?
Cc1cccc(NC(=O)CSCC(=O)Nc2ccccc2N2CCCC2)c1
  1%, -6%, -2%, 6%, 2%, -11%, -8%, ?, ?
CCOC(=O)COn1c(=O)c(-c2ccc(C)cc2)[n+]([O-])c2ccccc21
  -29%, 10%, 9%, -4%, -4%, 6%, 4%, -14%, 1%
O=C(Nc1ccc2c(c1)OCO2)c1csc([C@H]2C[C@H](O)[C@@H](CO)O2)n1
  ., 11%, 22%, -1%, -3%, -2%, 0%, ?, 12%
COc1ccc(-c2ccnc(-c3ccc(O)cc3)n2)cc1
  8.2µM*, 11%, 4.1µM*, ?, ?, 1.5µM*, 5.8µM*, 7.3µM*, ?
Cc1nn(C)c(C(=O)NC(=S)Nc2ccccc2Br)c1Cl
  -7%, 0%, -14%, ?, -2%, -11%, ?, 4%, 7%
O=c1c(N2CCN(c3cccc(C(F)(F)F)c3)CC2)csc2ccc(Cl)cc12
  ., ?, ., -3%, ., ., 16%, 25%, ?
CCc1cccc(C)c1NS(=O)(=O)c1ccc(-c2cc(C)no2)s1
  ., 6%, ., -27%, ., ., 1.2µM*, ?, -48%
OC(COc1ccc2c(c1)OCO2)CN1CCc2ccccc2C1 (stereo not given)
  ?, -5%, 0%, 2%, -4%, -25%, 3%, ?, -22%
CC(=O)c1ccc(-c2ccccc2OC(F)(F)F)o1
  -12%, 10%, 17%, -5%, -5%, 6%, 0%, 10%, 13%
CC(C)Cc1nnc(NC(=O)c2ccncc2)s1
  -2%, 7%, 12%, 12%, 4%, -5%, 4%, 10%, 2%
CCc1cccc(C)c1NC(=O)CN1CCCN(Cc2ccccc2Cl)S1(=O)=O
  ., 19%, ., 6%, ., ., ?, -7%, 1%
CCc1nccn1CCC(=O)N1CCCC(N2CCN(c3ccccc3C)CC2)C1 (stereo not given)
  5%, 1%, -3%, 6%, -1%, -10%, ., ., ?
CCc1ccc(NC(=O)CN2C(=O)C3CCCN3c3ccc(S(=O)(=O)N(CC)CC)cc32)cc1 (stereo not given)
  ., 0%, ., 4%, ., ., 5%, 9%, -6%
CCCS(=O)(=O)C(=C(Nc1ccccc1)Nc1ccccc1)S(=O)(=O)CCC
  ?, -16%, 2%, -5%, 1%, 6%, -5%, ?, -17%
